Assay outcomes: PubChem BioAssay, National Center for Advancing Translational Sciences (NCATS)
p53ts 32C kill: qHTS Screen for Compounds that Selectively Target Cancer Cells with p53 Mutations: Cytotoxicity of p53ts Cells at the Permissive Temperature | hit rate 0.93% among 130,000 | H1299-p53A138V at 32C, ATP luminescence viability, 24 h | Potency, µM (titrated, usually from 46.1 µM), for the others: at the highest dose activity change, negative = cytotoxicity, most hits filed as cytotoxic | AID 924, 2007; active means well fitted cell-killing curve with a large enough effect; inconclusive means small, poorly fitted or top-dose-only effect; inactive means no such curve, though single readings can be large or run the other way;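 further: 0% = DMSO and -100% = full killing by reference compound; nearly all actives have a fitted effect of over 55% in size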
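Viability by ATPlite luminescence after 24 h compound treatment (up to 46 uM) at the permissive 32C. Cells are H1299 carrying p53 A138V. Scale runs from DMSO basal to 100 uM tamoxifen as full kill; AC50 from Hill fits.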
Starred values were filed as active, the others as inactive. Potency means the concentration at half of the fitted maximal effect. These rows are one share of the data, so the mix of outcomes need not match the whole.

`Cc1ccc(C)c(NC(=O)Cn2cc(S(=O)(=O)Cc3cccc(Cl)c3)c3ccccc32)c1` gave p53ts 32C kill -0.5%.
Cc1ccc(NC(=O)CC(C)S(=O)(=O)c2ccc3c(c2)NC(=O)CO3)c(C)c1 (centres undefined) was read as p53ts 32C kill -6.1%.
For CCn1cc(S(=O)(=O)c2cccc(C)c2)c(=O)c2cc(F)c(N3CCCCC3C)cc21 (centres undefined) the results were p53ts 32C kill 4.5%.
Screening CCCCSCCCNC(=O)CN1C(=O)c2cccnc2Oc2ccc(Cl)cc21 returned p53ts 32C kill 9.3%.
CCS(=O)(=O)N1CC(=O)N(c2cccc(C)c2C)C(C)(C(=O)NC2CCCCC2)C1 (centres undefined) was read as p53ts 32C kill -6.7%.
For Cc1oc(-c2ccccc2Cl)nc1CSc1nc2ncccc2[nH]1 the results were p53ts 32C kill -8.7%.
Cc1ccc(Cl)cc1N1CCN(C(=O)COCc2cc(-c3ccc4c(c3)OCO4)on2)CC1 was read as p53ts 32C kill -3.0%.
`CCOc1ccc(CNS(=O)(=O)c2ccc3[nH]c4c(c3c2)CCCC4)cc1OC` gave p53ts 32C kill -1.6%.
CCCS(=O)(=O)N1CC(=O)N(c2ccc(C)cc2C)C(C)(C(=O)NC2CCCCCC2)C1 (centres undefined) was read as p53ts 32C kill 0.8%.
For O=C(Cn1ncc2c([nH]c3ccccc32)c1=O)Nc1cccc(C(F)(F)F)c1 the results were p53ts 32C kill -7.2%.
`Cc1ccc(CNC(=O)c2cc(NS(=O)(=O)c3ccc(C)cc3)ccn2)cc1` gave p53ts 32C kill 2.5%.
`O=C(Cn1cc(S(=O)(=O)Cc2ccccc2Cl)c2ccccc21)Nc1cccc(C(F)(F)F)c1` gave p53ts 32C kill -15.1%.
`CCN(C(=O)CSc1nnc(-c2cc3occc3n2C)n1-c1ccccc1C)c1ccccc1` gave p53ts 32C kill 2.7%.
`Cc1ccc(NC(=O)Cn2c(SCc3ccc(F)cc3)nc3cccnc32)cc1F` gave p53ts 32C kill 1.1%.
`CCCn1cc(S(=O)(=O)c2cc(C)ccc2C)c(=O)c2cc(F)c(N3CCOCC3)cc21` gave p53ts 32C kill -6.2%.
`Cc1ccc(N2CCN(c3nc4c(S(=O)(=O)c5ccc(C)c(C)c5)nnn4c4ccccc34)CC2)c(C)c1` gave p53ts 32C kill -5.6%.
`COc1ccc(CCNC(=O)Cn2cc(S(=O)(=O)Cc3ccc(F)cc3)c3ccccc32)cc1OC` gave p53ts 32C kill -3.4%.
Screening Cc1ccc(CNC(=O)C(CC(C)C)N2Cc3ccccc3C2=O)cc1 (centres undefined) returned p53ts 32C kill -7.2%.
For O=C(NC1CC1)c1ccc(Cn2c(SCc3ccc(F)cc3)nc3cccnc32)cc1 the results were p53ts 32C kill inconclusive.
`COc1ccc(CCNC(=O)Cn2cc(S(=O)(=O)Cc3ccccc3Cl)c3ccccc32)cc1OC` gave p53ts 32C kill -10.2%.
Cc1cccc(N2CCN(c3ncnc4c3nc3n4CCCCC3)CC2C)c1 (centres undefined) was read as p53ts 32C kill 2.7%.
Screening COc1ccc(S(=O)(=O)c2cn(Cc3ccccc3)c3cc(N4CCCC4)c(F)cc3c2=O)cc1 returned p53ts 32C kill -13.2%.
`COc1cc(OC)c(NC(=O)Cn2cnc3c(nc4n3CCCCC4)c2=O)cc1Cl` gave p53ts 32C kill -5.5%.
COc1ccc(NS(=O)(=O)c2ccc3[nH]c4c(c3c2)CCCC4)c(OC)c1 was read as p53ts 32C kill 3.5%.
For O=S(=O)(Nc1cc(F)ccc1F)c1ccc2[nH]c3c(c2c1)CCCC3 the results were p53ts 32C kill 4.8%.
Screening COc1ccc(CNC(=O)COCc2cc(-c3cccs3)on2)cc1 returned p53ts 32C kill -5.4%.
Screening CCS(=O)(=O)N1CC(=O)N(c2cc(C)cc(C)c2)C(C)(C(=O)NC2CCCCC2)C1 (centres undefined) returned p53ts 32C kill -2.8%.
For CCOC(=O)c1cccc(NC(=O)C(CC(C)C)N2Cc3ccccc3C2=O)c1 (centres undefined) the results were p53ts 32C kill 9.9%.
For Cc1ccc(C)c(NC(=O)CN2C(=O)c3cccnc3Oc3ccc(C)cc32)c1 the results were p53ts 32C kill 2.5%.
Screening O=C(c1cc(-c2ccc(Br)cc2)n[nH]1)N1CCN(S(=O)(=O)c2ccc(Cl)s2)CC1 returned p53ts 32C kill -4.5%.
For CN1C(=O)Cc2cc(S(=O)(=O)N3CCN(c4ccccc4F)CC3)ccc21 the results were p53ts 32C kill -13.8%.
COc1ccc(Nc2cc(C)c3cc(NC(=O)Cc4ccc(Cl)cc4)ccc3n2)cc1 was read as p53ts 32C kill -2.6%.
Cc1ccc(CNC(=O)CC(C)S(=O)(=O)c2cc3c(cc2C)NC(=O)CO3)cc1 (centres undefined) was read as p53ts 32C kill -3.9%.
For CCOC(=O)c1ccc(NC(=O)CN2C(=O)c3cccnc3Oc3ccc(Cl)cc32)cc1 the results were p53ts 32C kill 24.3%.
For CCc1ccc(S(=O)(=O)c2cn(CC)c3cc(N4CCOCC4)c(F)cc3c2=O)cc1 the results were p53ts 32C kill 0.8%.
For Cc1cccc(Cn2c(SCc3ccc(C(=O)NC4CCCC4)cc3)nc3cccnc32)c1 the results were p53ts 32C kill -1.6%.
Screening N#Cc1ccc(NC(=O)COCc2cc(-c3ccco3)on2)cc1 returned p53ts 32C kill 2.8%.
Screening CCCn1c2ccccc2c2cnn(CC(=O)NCCc3cc(OC)ccc3OC)c(=O)c21 returned p53ts 32C kill -1.3%.
`CCCn1cc(S(=O)(=O)c2ccc(OC)cc2)c(=O)c2cc(F)c(N3CCCCCC3)cc21` gave p53ts 32C kill 0.0%.
COc1ccccc1CNC(=O)Cn1c(-c2cccs2)cc2cc(F)ccc21 was read as p53ts 32C kill -15.0%.
For Cc1ccc(NC(=O)CSc2nnc(-c3cc4occc4n3C)n2-c2ccccc2C)c(C)c1 the results were p53ts 32C kill -7.5%.
For CCCn1c2ccccc2c2cnn(CC(=O)NCc3ccccc3Cl)c(=O)c21 the results were p53ts 32C kill 1.3%.
Screening Cc1ccc(NC(=O)CN2C(=O)c3cccnc3Oc3ccc(Cl)cc32)cc1 returned p53ts 32C kill 2.9%.
`COc1ccc(-c2cn3nc(N4CCCC(C(=O)NCCCOC(C)C)C4)sc3n2)cc1` (centres undefined) gave p53ts 32C kill -18.8%.
For COc1cccc(NC(=O)Cn2cnc3c(nc4n3CCCCC4)c2=O)c1 the results were p53ts 32C kill 2.4%.
Cc1cccc(NC(=O)CN2C(=O)c3cccnc3Oc3ccc(Cl)cc32)c1C was read as p53ts 32C kill -5.5%.
Screening CCOC(=O)C1CCCN(C(=O)Cn2ncc3c([nH]c4ccccc43)c2=O)C1 (centres undefined) returned p53ts 32C kill -10.3%.
For O=C(Cn1c(-c2cccs2)cc2cc(Cl)ccc21)N1CCN(c2ccccc2)CC1 the results were p53ts 32C kill -6.1%.
Screening CCCn1c2ccccc2c2cnn(CC(=O)NCCCOC(C)C)c(=O)c21 returned p53ts 32C kill -2.2%.
O=C(COCc1cc(-c2cccs2)on1)N1CCN(c2ccc(F)cc2)CC1 was read as p53ts 32C kill -3.0%.
Screening O=C(Nc1ccccc1C(F)(F)F)N1CCC(CN2CCc3ccccc3C2)CC1 returned p53ts 32C kill -20.4%.
Screening CCOC(=O)c1ccccc1NC(=O)N1CCC(CN2CCCCC2)CC1 returned p53ts 32C kill 0.3%.
`COc1ccc(C)cc1NC(=O)CN1C(=O)COc2ccc(S(=O)(=O)NC3CCCC3)cc21` gave p53ts 32C kill 8.1%.
`O=C(c1nc(-c2ccc(Cl)cc2)n2c1CCCCC2)N1CCN(c2ccccc2)CC1` gave p53ts 32C kill -3.9%.
Cc1ccc(CNC(=O)Cn2cc(S(=O)(=O)Cc3ccccc3Cl)c3ccccc32)cc1 was read as p53ts 32C kill -4.6%.
`CCn1cc(S(=O)(=O)c2ccc(Cl)cc2)c(=O)c2cc(F)c(N3CCOCC3)cc21` gave p53ts 32C kill -3.9%.
Screening Cc1ccc(S(=O)(=O)c2cn(C)c3cc(N4CCN(C)CC4)c(F)cc3c2=O)cc1 returned p53ts 32C kill -4.5%.
For Cc1cccc(S(=O)(=O)c2cn(C)c3cc(N4CCN(c5ccccc5)CC4)c(F)cc3c2=O)c1 the results were p53ts 32C kill -1.0%.
`COc1ccc(CN(C(=O)Nc2cc(C)ccc2C)C2CCN(C(C)=O)CC2)cc1` gave p53ts 32C kill -6.6%.
For COc1ccc(NC(=O)CN(C)S(=O)(=O)c2ccc3[nH]c4c(c3c2)CCCC4)cc1Cl the results were p53ts 32C kill -1.6%.

Quoted at random: three entries already listed, in no set order.
O=C(COCc1cc(-c2cccs2)on1)N1CCN(c2ccc(F)cc2)CC1 was read as p53ts 32C kill -3.0%.
Screening CCOC(=O)C1CCCN(C(=O)Cn2ncc3c([nH]c4ccccc43)c2=O)C1 (centres undefined) returned p53ts 32C kill -10.3%.
Screening O=C(Nc1ccccc1C(F)(F)F)N1CCC(CN2CCc3ccccc3C2)CC1 returned p53ts 32C kill -20.4%.

(cont.)
`CCCn1cc(S(=O)(=O)c2ccc(CC)cc2)c(=O)c2cc(F)c(N3CCN(C)CC3)cc21` gave p53ts 32C kill -6.6%.
`COc1cc(NS(=O)(=O)c2ccc3[nH]c4c(c3c2)CCCC4)cc(OC)c1OC` gave p53ts 32C kill -4.9%.
For COc1ccc(C2CC(=O)NC(NC(=O)c3ccc(Br)cc3)=N2)c(OC)c1OC (centres undefined) the results were p53ts 32C kill 2.2%.
Screening CCN(C(=O)Cn1c(SCc2ccccc2F)nc2cccnc21)c1ccccc1 returned p53ts 32C kill -0.8%.
For COCCCNC(=O)C1CCCN(c2nn3cc(-c4ccc(C)cc4)nc3s2)C1 (centres undefined) the results were p53ts 32C kill -10.9%.
For CC1=C(C(=O)Nc2ccc(F)cc2F)C2(CCCCCC2)OC1=O the results were p53ts 32C kill -0.2%.
`O=C(Nc1ccc(F)cc1F)C(Cc1ccccc1)N1Cc2ccccc2C1=O` (centres undefined) gave p53ts 32C kill 6.1%.
Screening Cc1ccc(C)c(N2CCN(c3ncnc4c3nc3n4CCCC3)CC2)c1 returned p53ts 32C kill 1.0%.
CCOC(=O)c1cccc(NS(=O)(=O)c2cc3[nH]c(=O)c(=O)[nH]c3cc2C)c1 was read as p53ts 32C kill -4.6%.
Cn1cc(S(=O)(=O)c2cccc(Cl)c2)c(=O)c2cc(F)c(N3CCCCCC3)cc21 was read as p53ts 32C kill 5.5%.
For CCN1CCc2c(sc(-n3cccc3)c2C(C)NC(=O)Nc2ccccc2C)C1 (centres undefined) the results were p53ts 32C kill -4.5%.
Screening COCCCNC(=O)NC(CCC(C)C)c1c(-n2cccc2)sc2c1CCN(C)C2 (centres undefined) returned p53ts 32C kill 0.5%.
For CCCN1CCN(CCCNC(=O)Cn2c(-c3cccs3)cc3ccccc32)CC1 the results were p53ts 32C kill 1.3%.
CCC(NC(=O)Nc1ccc(OC)c(OC)c1)c1c(-n2cccc2)sc2c1CCN(C)C2 (centres undefined) was read as p53ts 32C kill 0.6%.
For CCN1CCc2c(sc(-n3cccc3)c2C(C)NC(=O)Nc2ccc(Br)cc2)C1 (centres undefined) the results were p53ts 32C kill 0.1%.
Screening CCCn1c2ccccc2c2cnn(CC(=O)NCCc3ccc(OC)cc3OC)c(=O)c21 returned p53ts 32C kill -7.6%.
Screening CC1CCCN(CCCNC(=O)Cn2ncc3c([nH]c4ccccc43)c2=O)C1 (centres undefined) returned p53ts 32C kill -7.0%.
Screening CCc1nc(SC)ncc1C(=O)NCc1cccc(Br)c1 returned p53ts 32C kill -13.0%.
For COc1ccc(CNC(=O)Cn2ncc3c([nH]c4ccccc43)c2=O)cc1 the results were p53ts 32C kill 9.1%.
Screening O=S(=O)(NCc1ccc(F)cc1)c1ccc2[nH]c3c(c2c1)CCCC3 returned p53ts 32C kill 9.1%.
For Cc1cccc(N(C)S(=O)(=O)c2cc3[nH]c(=O)c(=O)[nH]c3cc2C)c1 the results were p53ts 32C kill 6.5%.
CCCOc1ccc(CNC(=O)c2ccc(-n3c(C)cc4c3CCC(C)C4)cc2)cc1 (centres undefined) was read as p53ts 32C kill -8.6%.
CCOc1ccccc1NC(=O)CN1Cc2ccccc2C1=O was read as p53ts 32C kill -2.7%.
Screening COc1cccc(NC(=O)CN2C(=O)c3cccnc3Oc3ccc(Cl)cc32)c1 returned p53ts 32C kill 7.9%.
Screening Cc1cccc(S(=O)(=O)c2cn(Cc3ccccc3)c3cc(N4CCOCC4)c(F)cc3c2=O)c1 returned p53ts 32C kill -9.5%.
Cc1cccc(CCNC(=O)c2nc(-c3ccc(Cl)cc3)n3c2CCCCC3)c1 was read as p53ts 32C kill -0.7%.
`O=C(Nc1ccccc1F)C(c1ccccc1)N1Cc2ccccc2C1=O` (centres undefined) gave p53ts 32C kill -7.7%.
Screening Cc1cccc(NC(=O)N2CCC(CN3CCC(C)CC3)CC2)c1C returned p53ts 32C kill -3.5%.
For Cn1cc(S(=O)(=O)c2ccccc2)c(=O)c2cc(F)c(N3CCN(c4ccc(F)cc4)CC3)cc21 the results were p53ts 32C kill 1.2%.
Screening COc1ccc(NC(=O)COCc2cc(-c3ccco3)on2)cc1Cl returned p53ts 32C kill -15.6%.

4 neighbouring compounds from above, for reference:
`O=C(Nc1ccccc1F)C(c1ccccc1)N1Cc2ccccc2C1=O` (centres undefined) gave p53ts 32C kill -7.7%.
Screening Cc1cccc(NC(=O)N2CCC(CN3CCC(C)CC3)CC2)c1C returned p53ts 32C kill -3.5%.
For Cn1cc(S(=O)(=O)c2ccccc2)c(=O)c2cc(F)c(N3CCN(c4ccc(F)cc4)CC3)cc21 the results were p53ts 32C kill 1.2%.
Screening COc1ccc(NC(=O)COCc2cc(-c3ccco3)on2)cc1Cl returned p53ts 32C kill -15.6%.
